From PubChem BioAssay
MITF primary – MITF inhibitors, primary screen, biochemical, AlphaScreen, human; Microphthalmia-associated transcription factor (Homo sapiens), O75030; AlphaScreen MITF homodimerization, bead proximity signal; inhibition, % at 2.6 µM; 650,000 compounds, 0.91% hits; AID 1259374, 2018; in the data active means inhibition above about 50%;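 further: 0% = vehicle wells with protein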
GPR151 activ – activators of human GPR151, primary screen, cell-based, PathHunter beta-arrestin, luminescence | G-protein coupled receptor 151 (Homo sapiens), Q8TDV0 | PathHunter beta-arrestin GPR151 cells | activation, % at 11.2 µM | 650,000 compounds, 1% hits | AID 1508602, 2020; in the data active means activation above about 4.9%;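 further: 0% = median of compound wells and 100% = cells with positive control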
Target sequence (Q8TDV0 whole entry, looked up): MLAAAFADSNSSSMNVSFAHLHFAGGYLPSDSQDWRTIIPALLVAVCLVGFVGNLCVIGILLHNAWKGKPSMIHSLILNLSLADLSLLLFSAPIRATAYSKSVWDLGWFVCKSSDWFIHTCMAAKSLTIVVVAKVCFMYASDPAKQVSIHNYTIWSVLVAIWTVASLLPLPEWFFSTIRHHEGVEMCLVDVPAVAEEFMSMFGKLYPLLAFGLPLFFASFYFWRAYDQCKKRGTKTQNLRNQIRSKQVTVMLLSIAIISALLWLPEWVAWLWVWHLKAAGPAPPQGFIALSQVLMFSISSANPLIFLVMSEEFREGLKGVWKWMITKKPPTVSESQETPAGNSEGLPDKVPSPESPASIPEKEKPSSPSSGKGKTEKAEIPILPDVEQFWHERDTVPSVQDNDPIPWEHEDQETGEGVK
TEAD-YAP inh – TEAD-YAP interaction inhibition, primary screen, TEAD-YAP interaction inhibitor project, luminescence, HEK-TIYL cells; 640,000 compounds, 1.4% hits; TEAD-Gal4/YAP UAS-luciferase luminescence; inhibition, % at 9.12 µM; AID 1259422, 2018; in the data active means inhibition above about 32%;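 further: 0% = median of test compound wells and 100% = reference inhibitor wells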
FBW7 activator – FBW7 E3 ligase activators, primary screen, biochemical, AlphaScreen, human; AID 1259310, 2017; F-box/WD repeat-containing protein 7 (Homo sapiens), Q969H0; normalized activity (activation), % at 26.1 µM; 650,000 compounds, 0.13% hits; AlphaScreen FBW7–phospho-cyclin E peptide binding, activator screen; in the data active means normalized activity above about 1.9%;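 further: purified mutant Fbw7 with reduced substrate affinity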
Target sequence (Q969H0 whole entry, looked up): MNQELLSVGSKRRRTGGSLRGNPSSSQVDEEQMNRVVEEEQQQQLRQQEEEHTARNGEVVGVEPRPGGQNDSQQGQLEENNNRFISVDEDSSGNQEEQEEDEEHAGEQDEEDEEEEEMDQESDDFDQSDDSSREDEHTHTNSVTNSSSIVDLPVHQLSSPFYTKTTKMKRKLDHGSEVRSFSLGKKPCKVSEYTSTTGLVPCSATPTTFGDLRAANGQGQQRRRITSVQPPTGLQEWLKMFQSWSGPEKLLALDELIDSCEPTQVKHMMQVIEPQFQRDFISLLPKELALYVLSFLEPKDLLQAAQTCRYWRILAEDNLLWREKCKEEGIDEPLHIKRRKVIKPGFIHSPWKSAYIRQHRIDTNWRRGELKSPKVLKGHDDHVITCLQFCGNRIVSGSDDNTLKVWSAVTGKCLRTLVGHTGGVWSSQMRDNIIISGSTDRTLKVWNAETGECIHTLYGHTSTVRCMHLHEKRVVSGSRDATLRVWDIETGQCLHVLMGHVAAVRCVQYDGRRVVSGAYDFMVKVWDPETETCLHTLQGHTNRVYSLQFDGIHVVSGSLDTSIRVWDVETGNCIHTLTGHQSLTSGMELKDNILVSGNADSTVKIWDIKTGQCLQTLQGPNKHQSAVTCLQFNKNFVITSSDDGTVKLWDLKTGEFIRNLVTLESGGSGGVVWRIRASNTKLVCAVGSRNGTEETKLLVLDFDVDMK
An asterisk follows results filed as active; & = joins results of further samples.

cpd	structure	MITF primary	FBW7 activator	TEAD-YAP inh	GPR151 activ
1	COCCNC(=O)c1cc(Sc2ccccc2Cl)nc2ccccc12	8	-0.1	3	0.7
2	CC(=O)c1ccc(-c2cc(F)cc3c2OC(CNC(=O)c2cc(C)nn2C)C3)s1 (configuration not stated)	7	0.1	6	1.7
3	O=C(NC1(C(=O)Nc2ccc3c(c2)OCCO3)CCCC1)c1ccccn1	-12	0.1	-2	-2.5
4	Cn1c(C(=O)O)ccc1S(=O)(=O)N1CCc2ccccc21	-12	0.2	-8	-1.4
5	O=[N+]([O-])c1ccccc1S(=O)(=O)N1CCN(CC2CC3C=CC2C3)CC1 (configuration not stated)	32	0.2	-1	0.9
6	CC[n+]1c(/C=C/c2ccc(N(C)C)cc2)sc2ccccc21	19	0.3	54*	-0.4
7	O=C(NC1CC1)c1ccc(-c2ccc(C(=O)NCc3nc4ccccc4[nH]3)s2)cc1	3	0.2	-23	2.9
8	NC(=O)c1ccc(NC(=O)CSCc2ccc(Cl)cc2)cc1	2	-0.1	-4	-0.1
9	COCCOC(=O)C1=C(C)NC2=C(C(=O)CC(C)(C)C2)C1c1ccc(C(F)(F)F)cc1 (configuration not stated)	4&5	0.0&0.2	8&7	1.1&0.2
10	CCOC(=O)c1sc(-c2ccccc2)cc1NC(=S)NC(=O)CN1C(=O)CCC1=O	6	0.2	-3	7.7*
11	O=S(=O)(NCCCN1CCN(c2ccccc2)CC1)c1cccs1	3	-0.3	-5	1.7
12	COc1ccc(CNS(=O)(=O)c2ccc3c(c2)NC(=O)CC(=O)N3)cc1	6	0.0	19	-0.6
13	CCOC(=O)c1cnc2c(cnn2C)c1NCCCn1ccnc1	-7	-0.1	10	0.5
14	Clc1ccc(Cc2nn[nH]n2)cc1	7	0.0	-4	0.6
15	CCOC(=O)C1CCN(C(=O)Cn2nc3c4ccccc4nc(C(C)C)n3c2=O)CC1	32	0.2	12	0.1
16	CCOc1ccc(NC(=O)CSc2nc3ccccc3c(=O)n2NC(=O)c2ccc(OC)cc2)cc1	7	0.0	54*	1.6
17	C=CCn1c(SCC(=O)Nc2sc3c(c2C#N)CCC(C)C3)nc2sc3c(c2c1=O)CCCC3 (configuration not stated)	3	-0.1	-2	-0.4
18	CCOC(=O)c1ccc(NC2=NC3(CCCCC3)Cc3ccccc32)cc1	-5	-0.2	-23	1.2
19	O=C(NC1CCCCC1)C(c1ccco1)N(Cc1ccco1)C(=O)C(F)(F)F (configuration not stated)	3	-0.1	0	0.8
20	CCC(C)NC(=O)NC(=O)COc1ccc(F)c(Cl)c1 (configuration not stated)	-12	0.6	7	-0.3
21	O=C(CSc1nnc(-c2ccccc2)o1)NC(=O)Cc1ccccc1	3	0.3	-7	-0.1
22	COc1ccccc1CNC(=O)CN(c1cccc(C(F)(F)F)c1)S(C)(=O)=O	4	-0.1	1	-0.5
23	CN(C)CCCNC(CC(=O)Nc1cccc([N+](=O)[O-])c1)C(=O)O (configuration not stated)	-6	0.1	0	-1.0
24	COC(=O)C1=C(N)N(c2ccc(F)cc2)C2=C(C(=O)CCC2)C1c1ccc(Cl)cc1 (configuration not stated)	2	0.1	3	-0.5
25	O=C(CNC(=O)c1cccs1)NCC(=O)OCC(=O)c1ccc([N+](=O)[O-])cc1	11	-0.4	6	-1.6

More records follow:
cpd	structure	MITF primary	FBW7 activator	TEAD-YAP inh	GPR151 activ
26	CCOc1ccc2nc(SCC(=O)Nc3nonc3C)c(C#N)cc2c1	5	0.0	-2	-0.7
27	COc1ccc(CNC(=O)CN(C(=O)c2csnn2)c2cccc3c2CCCC3)cc1	5	-0.1	15	0.2
28	O=C(NCCOCc1ccccc1)c1cccc2ccccc12	-11	0.0	-6	0.4
29	NC(=O)c1ccccc1OCc1nnc(-c2cccs2)o1	3	0.0	-22	-1.5
30	Cc1ccc(C(=O)C(C)n2nc(C)c([N+](=O)[O-])c2C)cc1 (configuration not stated)	11	1.0	1	2.4
31	NS(=O)(=O)c1ccc(N/N=C/c2ccncc2)cc1	9	0.0	2	1.6
32	CCOC(=O)C1CCN(S(=O)(=O)c2ccc(I)cc2)CC1	-2	-0.1	-4	0.0
33	C=CCNC(=O)CN(c1ccccc1C)S(=O)(=O)c1ccccc1	-1	-0.2	-1	0.8
34	CCOc1cc(C(=O)N/N=C/c2cc(OC)c(O)c(OC)c2)cc(OCC)c1OCC	-8	-0.1	0	-0.5
35	O=C1CN(c2nc3nonc3nc2N2CCCCCC2)CCN1	0	-0.1	0	0.5
36	COc1cc(/C=C2\SC(=O)N(CCOc3ccc(C)cc3)C2=O)ccc1OCC(=O)O	13	0.0	7	-1.6
37	CC(=O)C1C(=O)CC(C)(O)C(C(C)=O)C1c1ccc2c(c1)OCO2 (configuration not stated)	5	0.5	22	-0.4
38	CC(C)(C)CC(=O)N1CCc2cc(-c3csc(NC(=O)CN4CCOCC4)n3)ccc21	0	-0.2	-10	1.9
39	O=[N+]([O-])c1ccc(S(=O)(=O)Nc2cccc(-c3cn4ccccc4n3)c2)cc1	3	-0.1	-9	0.8
40	CCOC(=O)C1=C(CN2CCc3ccccc3C2)NC(=O)NC1c1ccc(OC(C)C)cc1 (configuration not stated)	3	0.1	-5	0.1
41	COc1ccc(-c2ccc(SCC(=O)Nc3c(C)[nH]c(=O)[nH]c3=O)nn2)cc1	0	0.0	-3	1.9
42	O=C(O)c1ccc(NC(=S)NC(NC(=O)c2ccco2)C(Cl)(Cl)Cl)cc1 (configuration not stated)	-9	-0.1	-6	-0.6
43	Cn1c(CNc2nc(-c3ccccc3)cs2)nnc1SCC(=O)N1CCOCC1	8	1.2	8	-1.7
44	COc1ccc(-c2ccc(C(=O)NNS(=O)(=O)c3ccc4ccccc4c3)cc2)cc1	-2	0.3	1	-0.2
45	CCCSc1nnc(CSc2ncccn2)n1C	10	-0.1	0	-0.1
46	O=C1c2ccccc2C(=O)N1CCc1nc2c3c4c(sc3ncn2n1)CCCC4	-14	-0.2	-2	-0.2
47	O=C(CC1C(=O)NCCN1CCCc1ccccc1)NCCc1cccs1 (configuration not stated)	-2	-0.1	-16	-1.5
48	COCCOC(=O)c1c(C)oc2ccc(OCc3ccc(F)cc3)cc12	-19	0.4	-10	-1.1
49	CC(C)(C)OC(=O)N1CCC[C@H](Cn2cc(C(=O)O)nn2)C1	7	-0.1	-6	6.7*
50	Cc1nc(Nc2cccc(O)c2)c2c3c(sc2n1)CCC3	8	-0.4	-1	-1.0

(further entries)
cpd	structure	MITF primary	FBW7 activator	TEAD-YAP inh	GPR151 activ
51	CCOC(=O)NNS(=O)(=O)c1ccc(Cl)cc1	-3	-0.1	0	-1.0
52	COc1ccc(N2CCN(c3ncnc4sc(C(=O)Nc5cccc(Cl)c5)c(C)c34)CC2)cc1	-11	-0.2	-6	-0.3
53	COc1cc(/C=N/Nc2ccc(S(=O)(=O)O)cc2)ccc1O	6	-0.1	0	-1.3
54	CCOC(=O)C1=C(c2ccccc2)Nc2ncnn2C1c1ccccc1 (configuration not stated)	-5	0.0	11	1.2
55	Cc1ccc(NC(=O)/C=N/OCC(=O)NCc2ccccc2Cl)cc1	-1	0.0	1	-2.0
56	O=C1OC(c2ccc(Br)o2)=N/C1=C\c1ccc(Br)cc1	7	0.0	5	-1.3
57	CCc1nn(CC(=O)NC(C)(C)C)c(=O)c2cc3oc(C)cc3n12	18	0.0	-4	0.3
58	CCn1c(=O)c2c(nc3n(-c4ccc(C)c(C)c4)c(C)c(C)n23)n(C)c1=O	-6	-0.1	2	0.8
59	CCN1CCN(C(C)Cc2ccccc2F)CCC1=O (configuration not stated)	-15	0.1	0	1.1
60	COc1ccc(C2CC(=O)N(CC(=O)c3ccccc3)c3ccccc3S2)cc1OC (configuration not stated)	5	0.0	76*	1.7
61	Cn1c(=O)cc(SCC(=O)N2CCCCC2)c2ccccc21	-9	0.0	-9	0.7
62	CC(C)(C)c1nnc(Nc2ccccc2)[nH]c1=O	-5	0.2	-6	-1.0
63	COc1ccc(NC(=O)c2c(NC(=O)Cc3ccccc3)sc3c2CCC3)cc1	-8	0.1	5	1.7
64	Oc1ccc(CCNc2ncnc3nc(N4CCC(N5CCOCC5)CC4)[nH]c23)cc1	-4	-0.3	2	-2.1
65	Cc1cc2nccc(C3CCCN(C(=O)c4cncnc4)C3)n2n1 (configuration not stated)	2	-0.2	-3	-0.5
66	C/C(=C/C(=O)NNC(=O)c1ccc(Cl)cc1)C(=O)O	8	0.3	-8	-0.4
67	O=C(NCc1ccc2c(c1)OCO2)c1ccc(N2CCC(N3CCCC(O)C3)CC2)cc1 (configuration not stated)	6	-0.1	6	0.2
68	COc1ccc(C(=O)C2CCCN(S(=O)(=O)c3cccs3)C2)c(C)c1 (configuration not stated)	3	0.6	4	1.3
69	O=C(N=Nc1c(O)[nH]c2ccccc12)C1CCNCC1	14	0.0	8	1.4
70	Cc1ccc(-n2c(SCC(=O)NCC3CCCO3)nnc2-c2ccncc2)cc1C (configuration not stated)	3	0.3	2	-1.1
71	COc1ccc(C(=O)CCC(=O)Nc2ccccc2F)cc1	-16	0.6	-33	0.0
72	CC(C)(C)c1ccc(OCCCC(=O)Nc2nccs2)cc1	9	-0.1	-14	-0.5
73	COc1ccc(N2C(=O)NC(=O)/C(=C/c3cccn3-c3ccc([N+](=O)[O-])cc3)C2=O)cc1	6	0.0	-1	2.1
74	CCOC(=O)c1sc2nc(SCC#N)n(CC3CCCO3)c(=O)c2c1C (configuration not stated)	5	-0.4	-18	4.9
75	O=C(NCCN1CCOCC1)c1cc(-c2cccs2)on1	3	0.0	-80	-0.4

Three entries from above, screen by screen.
#73 COc1ccc(N2C(=O)NC(=O)/C(=C/c3cccn3-c3ccc([N+](=O)[O-])cc3)C2=O)cc1
#75 O=C(NCCN1CCOCC1)c1cc(-c2cccs2)on1
#58 CCn1c(=O)c2c(nc3n(-c4ccc(C)c(C)c4)c(C)c(C)n23)n(C)c1=O
assay / entry	73	75	58
MITF primary	6	3	-6
FBW7 activator	0.0	0.0	-0.1
TEAD-YAP inh	-1	-80	2
GPR151 activ	2.1	-0.4	0.8

(further entries)
cpd	structure	MITF primary	FBW7 activator	TEAD-YAP inh	GPR151 activ
76	O=C(NCC1CCN(S(=O)(=O)c2ccc(Cl)cc2)CC1)c1ccncc1	-10	-0.1	21	0.4
77	COCc1ccc(CN2CCN(C3CCCCC3)C(CCO)C2)o1 (configuration not stated)	-6	-0.1	-4	-0.7
78	Cc1cc(=O)n(CC(=O)N2CCCc3ccccc32)c(-n2nc(C)cc2C)n1	5	-0.2	-3	-0.5
79	C/C(=N/OC(=O)c1cc([N+](=O)[O-])cc([N+](=O)[O-])c1)c1ccc2ccccc2c1O	9	-0.1	5	-0.2
80	CCOc1cc(C2Nc3ccccc3-c3nnc(SCC)nc3O2)cc(Cl)c1O (configuration not stated)	13	0.5	-10	-0.1
81	CCOC(=O)c1ccccc1N=NNc1ccc(C(=O)OC)cc1	6	0.2	-42	3.3
82	Cc1nc2ccccc2c(=O)n1NC(=O)Cc1ccc(Cl)cc1	6	0.0	13	-0.9
83	O=C(Nc1c2c(nn1-c1cccc(Cl)c1)CS(=O)(=O)C2)c1cccc(Br)c1	3	0.2	9	-0.1
84	O=S(=O)(c1cc(Cl)ccc1Cl)N(Cc1ccccc1)c1ccccn1	3	0.2	-3	1.3
85	COC(=O)/C(=C/c1ccc(OC)cc1)NC(=O)c1cccc2ccccc12	1	-0.1	3	-2.2
86	O=C(N1CCCCC1)n1nnc2ccccc21	2	0.6	75*	-0.5
87	N/C(=N\NC(=O)c1ccccc1N)c1cc2ccccc2oc1=O	18	0.2	-24	-1.1
88	CCC(=O)NC(OCc1ccccc1)(C(F)(F)F)C(F)(F)F	2	0.0	-4	-1.0
89	CC(C)n1c(-c2cccc(N)c2)nc2c(NCc3ccccc3)ncnc21	-2	-0.2	3	1.9
90	CCC1(C2CCN(Cc3cccc(C)c3)CC2)NC(=O)N(CCc2scnc2C)C1=O (configuration not stated)	10	0.2	13	0.8
91	CC(C)N1CCN(CC#Cc2ccccc2)CC1CCO (configuration not stated)	-9	-0.1	-2	1.3
92	Cc1nc(-c2ccc(NS(=O)(=O)c3ccc(C)c(C)c3)cc2)cs1	-1	-0.1	10	0.0
93	CC(C)c1ccc(-c2c(C#N)c(N)nc(SCC(=O)c3ccccc3)c2C#N)cc1	3	0.1	9	0.7
94	CS(=O)(=O)N(CC(=O)Nc1ccc2c(c1)OCO2)c1cccc(Cl)c1	13	0.1	5	-0.5
95	COc1cccc(CNC(=O)Nc2ccc(-c3cn[nH]c3)cc2F)c1	12	0.1	-4	0.7
96	CCCC(=O)N(Cc1cc2cc(OC)ccc2[nH]c1=O)C(C)C	7	0.1	-2	0.3
97	Cc1cccc(C)c1NC(=S)N(CCN1CCCCCC1)Cc1ccco1	11	-0.1	9	0.5
98	O=C1c2ccc(Cl)cc2C(=O)N1c1ccc(I)cc1	7	0.0	0	-0.8
99	COc1cc2ccccc2cc1C(=O)Nc1ccc(Br)cn1	12	0.0	-39	-1.8

For convenience, three of the compounds above.
cpd	structure	MITF primary	FBW7 activator	TEAD-YAP inh	GPR151 activ
76	O=C(NCC1CCN(S(=O)(=O)c2ccc(Cl)cc2)CC1)c1ccncc1	-10	-0.1	21	0.4
77	COCc1ccc(CN2CCN(C3CCCCC3)C(CCO)C2)o1 (configuration not stated)	-6	-0.1	-4	-0.7
78	Cc1cc(=O)n(CC(=O)N2CCCc3ccccc32)c(-n2nc(C)cc2C)n1	5	-0.2	-3	-0.5
